Source: PubChem
D3 antag: antagonists of human D3 dopamine receptor | 2.5% of 360,000 active | max response, negative = inhibition, % | D3R cells, DiscoveRx beta-arrestin luminescence, antagonist mode; active compounds read low | P35462; in the data active means max response below about -50%; inconclusive means no clear call, values can overlap the other calls; further: on the % scale 0 is the no-effect control and ±100 the full control effect; mostly tested at two doses, the higher about 12 µM
Target sequence (P35462 whole entry, looked up): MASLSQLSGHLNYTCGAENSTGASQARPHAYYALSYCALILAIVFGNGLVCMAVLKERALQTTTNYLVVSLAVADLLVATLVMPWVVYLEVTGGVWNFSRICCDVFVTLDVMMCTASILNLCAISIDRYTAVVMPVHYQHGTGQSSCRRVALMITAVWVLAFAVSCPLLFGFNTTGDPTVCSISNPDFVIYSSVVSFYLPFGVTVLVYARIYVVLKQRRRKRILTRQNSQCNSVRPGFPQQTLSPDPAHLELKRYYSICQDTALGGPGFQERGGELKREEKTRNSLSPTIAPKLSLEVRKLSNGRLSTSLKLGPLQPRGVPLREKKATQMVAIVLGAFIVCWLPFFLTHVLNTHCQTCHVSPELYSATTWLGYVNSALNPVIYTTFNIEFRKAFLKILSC
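Cells plated overnight at 1500 cells/well, then exposed to library compounds with dopamine controls for 90 minutes at 37 degrees C. DiscoveRx reagent added for 30–60 minutes at room temperature; luminescence read, quantitative HTS format.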
HT1080 IDH1KD tx: kills HT-1080 cells with IDH1 knockdown. HT-1080 IDH1 knockdown viability, ATP luminescence, 48 h. Potency, µM (highest dose often 46.1 µM), for the others: at the highest dose activity, negative = toxicity, most hits filed as cytotoxic. 2% of 360,000 active;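 further: potency means the concentration at half of the fitted maximal effect; 0% = DMSO wells and -100% = cell-free medium wells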
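CellTiter-Glo luminescence after 48 h compound exposure at 37 degrees C of IDH1-knockdown HT-1080 cells in 5% FBS RPMI. %Activity scaled between DMSO wells and cell-free media wells, with curves fitted and assigned curve classes.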
D3 ag: D3 dopamine receptor (human) agonism | max activation, % | P35462 | D3R DiscoveRx beta-arrestin cells, luminescence, 90 min | 0.58% of 410,000 active; in the data active means max activation above about 30%; further: 0% is about no effect; mostly tested at two doses, the higher about 12 µM
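Agonist-mode cell screen: cells plated at 1500/well and incubated overnight at 37 °C, then exposed to library compounds for 90 min at 37 °C. Detection reagent was added for 30–60 min at room temperature, and luminescence was read.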
GLP1R ag: GLP-1 receptor (human) agonism | P43220 | HEK293 GLP-1R CRE-luciferase, luminescence, 4-6 h; cells express a hypersensitive GLP-1R form | Potency, µM (highest dose often 45.6 µM), inactives show top-dose activation, usual class: activators | 0.007% of 380,000 active; further: potency means the concentration at half of the fitted maximal effect; % of control where 0% means no effect
Target sequence (P43220 whole entry, looked up): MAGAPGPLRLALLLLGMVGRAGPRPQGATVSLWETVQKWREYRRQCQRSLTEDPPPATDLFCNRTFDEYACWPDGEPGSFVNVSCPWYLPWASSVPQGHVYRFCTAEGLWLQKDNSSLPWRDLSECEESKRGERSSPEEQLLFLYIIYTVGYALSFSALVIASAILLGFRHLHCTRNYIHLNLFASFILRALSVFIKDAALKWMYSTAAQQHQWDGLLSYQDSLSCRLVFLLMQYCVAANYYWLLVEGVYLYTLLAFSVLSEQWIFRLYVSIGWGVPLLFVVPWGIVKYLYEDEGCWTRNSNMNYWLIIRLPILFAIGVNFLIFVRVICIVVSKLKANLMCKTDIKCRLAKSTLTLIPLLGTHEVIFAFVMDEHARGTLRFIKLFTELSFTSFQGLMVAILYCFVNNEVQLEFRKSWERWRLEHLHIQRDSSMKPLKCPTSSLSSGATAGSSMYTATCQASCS
SW480 rerep: DNA re-replication induction in SW480 cells. SW480 DNA re-replication, Hoechst DNA content imaging, 48 h. Potency, µM (titrated, usually from 46.1 µM), for the others: at the top dose re-replication activation, hits mostly activators. 1.8% of 340,000 active; further: potency means the concentration at half of the fitted maximal effect; % of control where 0% means no effect; nearly all actives have a fitted effect of over 55% in size
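Cells (250 per well) received 23 nL compound or DMSO by pin tool and were kept 48 hr at 37 C, 5% CO2. Nuclei were then stained with Hoechst for 40 min and scanned for DNA content.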
KB-V1 MDR tox: kills drug-selected multidrug resistant KB-V1 cells; KB-V1 MDR cells viability, CellTiter-Glo, 72 h; Potency, µM (top dose mostly 46.1 µM), without a hit: at the top dose activity change, negative = cytotoxicity, actives largely listed as cytotoxic; 3.4% of 400,000 active; further: potency means the concentration at half of the fitted maximal effect; on the % scale 0 is the no-effect control and ±100 the full control effect; nearly all actives have a fitted effect of over 60% in size
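Compound-treated KB-V1 multidrug-resistant cells, 72 h, 37 degrees C; viability by CellTiter-Glo. Fitted qHTS curves give the values.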
KB-3-1 cytotox: KB-3-1 parental cell cytotoxicity | AID 1347075 | Potency, µM (series often up to 46.1 µM), for the others: at the top dose activity change, negative = cytotoxic, actives largely listed as cytotoxic | KB-3-1 viability, CellTiter-Glo ATP luminescence, 72 h | 1.4% of 400,000 active; further: potency means the concentration at half of the fitted maximal effect; on the % scale 0 is the no-effect control and ±100 the full control effect; nearly all actives have a fitted effect of over 60% in size
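72 h, 37 °C compound treatment of KB-3-1 parental cells; CellTiter-Glo added, 10 min, luminescence read. Data corrected against DMSO-only plates and normalized before curve fitting.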
HT1080-NT tox: kills 2HG-producing HT-1080-NT fibrosarcoma cells; Potency, µM (titrated, usually from 46.1 µM), inactives show at the top dose activity, negative = less viability, actives largely listed as cytotoxic; HT-1080-NT fibrosarcoma viability, CellTiter-Glo ATP luminescence, 48 h; 1.6% of 360,000 active;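 further: NT is the 2HG producing partner of a matched IDH1 knockdown line; potency means the concentration at half of the fitted maximal effect; 0% = DMSO-treated cells and -100% = media-only wells without cells; nearly all actives have a fitted effect of over 55% in size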
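Toxicity toward the 2HG-producing NT line was scored as %Activity, normalised to DMSO and no-cell wells, from CellTiter-Glo luminescence after 48 hours' treatment.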
IL-1B inflam inh: inflammasome signaling inhibition, IL-1 beta readout | THP-1 LPS/ATP IL-1B secretion, AlphaLISA, 16 h; active compounds read low | activity change, % at 57.5 µM | 4.7% of 360,000 active | AID 743279; in the data active means activity change below about -50%; inconclusive means mostly about -30% to -49%; further: on the % scale 0 is the no-effect control and ±100 the full control effect
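THP-1 cells pretreated 1 hr with compounds (up to 57.5 uM final), then stimulated with LPS (250 ng/mL final) plus ATP (1.25 mM final); secreted IL-1B measured by AlphaLISA after 16 hr, decreased signal indicating inhibition.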
* = called active by the depositor; & = joins results of further samples; [ ] = dose if it differs, or a comment. Unless noted, the call rests on the fitted dose curve; in most records, active means well fitted curve in the direction sought with a large enough effect; inconclusive means small, poorly fitted or top-dose-only effect, or another doubt; inactive means no such curve, though single readings can be large; an effect the other way counts as inactive or inconclusive.

For O=Cc1cn(-c2ccccc2)nc1-c1cc2ccccc2oc1=O the results were D3 antag 12.9, HT1080 IDH1KD tx 21.7%, D3 ag -9.0, GLP1R ag 2.0%, SW480 rerep -0.7%, KB-V1 MDR tox -1.6%, KB-3-1 cytotox 7.6%, HT1080-NT tox 17.0% and IL-1B inflam inh -14.3.
COc1ccc(C(=O)Oc2ccc(/C=N/NC(=O)Cc3ccc([N+](=O)[O-])cc3)cc2)cc1 was read as D3 antag -4.4, HT1080 IDH1KD tx 2.2%, D3 ag 10.2, GLP1R ag -3.4%, SW480 rerep -5.1%, KB-V1 MDR tox -0.7%, KB-3-1 cytotox 5.3%, HT1080-NT tox -1.3% and IL-1B inflam inh 16.3.
For OC[C@H](O)[C@H](O)[C@@H](O)[C@@H](O)[C@@H]1SC(c2ccccc2)=NN1c1ccccc1 the results were D3 antag -9.1, HT1080 IDH1KD tx -12.9%, D3 ag 1.8, GLP1R ag 8.8%, SW480 rerep inconclusive, KB-V1 MDR tox -1.5%, KB-3-1 cytotox 3.6%, HT1080-NT tox -2.0% and IL-1B inflam inh -61.6*.
For COc1ccc(C)cc1NC(=O)CN1CCN(S(=O)(=O)c2ccc(Cl)cc2)CC1 the results were D3 antag -8.3, HT1080 IDH1KD tx -5.4%[9.24 µM], D3 ag 0.4, GLP1R ag -7.6%, SW480 rerep -6.1%, KB-V1 MDR tox inconclusive, KB-3-1 cytotox 8.9%, HT1080-NT tox -0.3% and IL-1B inflam inh -7.5.
CCCCOc1ccc(C(=O)N/N=C/c2cn[nH]c2-c2ccc(OC)c(OC)c2)cc1 was read as D3 antag 6.0, HT1080 IDH1KD tx -17.5%, D3 ag 1.8, GLP1R ag 24.7%, SW480 rerep -7.4%, KB-V1 MDR tox 5.3%, KB-3-1 cytotox 4.8%, HT1080-NT tox inconclusive and IL-1B inflam inh -56.0*.
`C/C(Cn1cnc([N+](=O)[O-])n1)=N\NC(=O)c1ccccc1F` gave D3 antag -27.8, HT1080 IDH1KD tx 12.1%, D3 ag -5.3, GLP1R ag 7.1%, SW480 rerep -0.6%, KB-V1 MDR tox 2.2%, KB-3-1 cytotox 4.9%, HT1080-NT tox 3.2% and IL-1B inflam inh 13.3.
Screening CC(C)CC(=O)N(c1nnc(-c2cccnc2)s1)C1CCCC1 returned D3 antag 33.5, HT1080 IDH1KD tx 9.5%, D3 ag 1.5, GLP1R ag -0.5%, SW480 rerep 22.0%, KB-V1 MDR tox inconclusive, KB-3-1 cytotox 2.3%, HT1080-NT tox -2.5% and IL-1B inflam inh -20.0.
`CC1CC(C)CN(CCCNC(=O)c2ccc3c(c2)NC(=O)C(N2CCCCC2)S3)C1` (stereo not drawn) gave D3 antag inconclusive, HT1080 IDH1KD tx -18.9%, D3 ag -10.7, GLP1R ag -3.1%, SW480 rerep 3.8%, KB-V1 MDR tox 20.1%, KB-3-1 cytotox inconclusive, HT1080-NT tox -27.9% and IL-1B inflam inh inconclusive.
`CCn1c(SCC(=O)Nc2nc3ccccc3s2)nc2c(c1=O)SC(C)C2` (stereo not drawn) gave D3 antag 2.6, HT1080 IDH1KD tx -28.9%, D3 ag 13.7, GLP1R ag -0.8%, SW480 rerep 27.3%, KB-V1 MDR tox -10.4%, KB-3-1 cytotox -9.4%, HT1080-NT tox inconclusive and IL-1B inflam inh inconclusive.
Screening CC1CCN(C(=O)COC(=O)c2ccc(=O)n(Cc3ccccc3)n2)CC1 returned D3 antag -4.8, HT1080 IDH1KD tx -2.9%, D3 ag -18.6, GLP1R ag 5.8%, SW480 rerep -11.3%, KB-V1 MDR tox -5.7%, KB-3-1 cytotox 1.4%, HT1080-NT tox -9.3% and IL-1B inflam inh 12.5.
`CCCc1ccc(NC(=O)C2CCN(c3cnccn3)CC2)cc1` gave D3 antag -13.5, HT1080 IDH1KD tx inconclusive, D3 ag 0.7&-6.5, GLP1R ag -3.7%, SW480 rerep 19.4%, KB-V1 MDR tox -6.6%&1.1%, KB-3-1 cytotox -0.5%&-8.6%, HT1080-NT tox -14.9% and IL-1B inflam inh -10.4.
Screening COc1cc([N+](=O)[O-])cc([N+](=O)[O-])c1NC(=O)N1CCOCC1 returned D3 antag -12.0, HT1080 IDH1KD tx -14.8%, D3 ag -2.5, GLP1R ag 1.2%, SW480 rerep inconclusive, KB-V1 MDR tox 0.4%, KB-3-1 cytotox -1.4%, HT1080-NT tox -0.5% and IL-1B inflam inh -92.7*.
`C[C@]12CCC(=O)C=C1[C@H](O)C[C@@H]1[C@@H]2[C@@H](O)C[C@@]2(C)[C@H]1CC[C@]2(O)C(=O)CO` gave D3 antag -24.6, HT1080 IDH1KD tx 29.1%, D3 ag -14.6, GLP1R ag -1.1%, SW480 rerep inconclusive, KB-V1 MDR tox 9.7%, KB-3-1 cytotox 0.0%, HT1080-NT tox 18.8% and IL-1B inflam inh 0.4.
`Nc1nnc(SCC(=O)NCCNC(=O)CSc2nnc(N)s2)s1` gave D3 antag 9.7, HT1080 IDH1KD tx 0.6%, D3 ag -7.5, GLP1R ag -5.4%, SW480 rerep -1.5%, KB-V1 MDR tox 16.0%, KB-3-1 cytotox 7.2%, HT1080-NT tox -1.5% and IL-1B inflam inh 4.8.
For O=C(CN1C(=O)COc2ccccc21)NCCCN1CCN(c2ccccc2F)CC1 the results were D3 antag -90.5*, HT1080 IDH1KD tx -31.5%, D3 ag 2.4, GLP1R ag 0.2%, SW480 rerep -23.9%, KB-V1 MDR tox -5.1%, KB-3-1 cytotox -11.9%, HT1080-NT tox -3.4% and IL-1B inflam inh -17.1.
Screening COc1ccccc1S(=O)(=O)Cc1ccc(C(=O)NC2CCCCC2)o1 returned D3 antag -20.8, HT1080 IDH1KD tx 3.4%, D3 ag -2.9, GLP1R ag -0.7%, SW480 rerep 0.0%, KB-V1 MDR tox 14.6µM*, KB-3-1 cytotox 10.9%, HT1080-NT tox 9.9% and IL-1B inflam inh 14.9.
For CN(C)c1ccc(C(=S)N2CCOCC2)cc1Br the results were D3 antag 37.7, HT1080 IDH1KD tx 1.3%, D3 ag -1.7, GLP1R ag -0.4%, SW480 rerep -2.1%, KB-V1 MDR tox -25.7%, KB-3-1 cytotox -10.1%, HT1080-NT tox 0.0% and IL-1B inflam inh -4.2.
O=c1[nH]cccc1-c1nc2ccccc2n1Cc1ccc(F)cc1 was read as D3 antag 15.8, HT1080 IDH1KD tx -1.1%, D3 ag 1.8, GLP1R ag -4.0%, SW480 rerep -6.8%, KB-V1 MDR tox 0.0%, KB-3-1 cytotox 13.1%, HT1080-NT tox 3.6% and IL-1B inflam inh 14.3.
For Cc1ccc2cc(/C=C(\C#N)C(N)=O)c(N3CCCCC3)nc2c1 the results were D3 antag 9.4, HT1080 IDH1KD tx 6.4%, D3 ag 17.5, GLP1R ag 5.0%, SW480 rerep -4.0%, KB-V1 MDR tox 8.3%, KB-3-1 cytotox 19.4%, HT1080-NT tox 5.5% and IL-1B inflam inh inconclusive.
For Cc1cc2c(cc(C(=O)OC(C)C(=O)NCc3ccc(F)cc3)n2C)o1 (stereo not drawn) the results were D3 antag 7.2, HT1080 IDH1KD tx -2.5%, D3 ag 1.3, GLP1R ag 14.2%, SW480 rerep -0.5%, KB-V1 MDR tox 3.2%, KB-3-1 cytotox -8.0%, HT1080-NT tox -6.9% and IL-1B inflam inh 5.1.
Screening O=C1CCc2cc(S(=O)(=O)N3CCCC3C(=O)N3CCN(c4ccccc4)CC3)ccc2N1 (stereo not drawn) returned D3 antag 3.7, HT1080 IDH1KD tx 1.2%, D3 ag 2.7, GLP1R ag 5.3%, SW480 rerep -11.3%, KB-V1 MDR tox -0.1%, KB-3-1 cytotox 2.1%, HT1080-NT tox -0.7% and IL-1B inflam inh -1.0.
Screening Cc1ccc(S(=O)(=O)NC2(C(F)(F)F)NC(=O)N(Cc3ccccc3)C2=O)cc1 (stereo not drawn) returned D3 antag -0.2, HT1080 IDH1KD tx 11.8%, D3 ag -3.8, GLP1R ag -0.2%, SW480 rerep -0.5%, HT1080-NT tox -0.8% and IL-1B inflam inh -0.5.
Screening CCO[C@H]1OC(C(=O)N2CCN(C)CC2)=C[C@@H](c2ccc(Br)cc2)[C@@H]1CCCO returned D3 antag 0.0, HT1080 IDH1KD tx 5.5%, D3 ag 9.6, GLP1R ag 5.5%, SW480 rerep -8.3%, KB-V1 MDR tox -9.4%, KB-3-1 cytotox 5.2%, HT1080-NT tox 0.9% and IL-1B inflam inh -5.0.
O=C(COc1cccc([N+](=O)[O-])c1)NN1C(=O)c2ccccc2C1=O was read as D3 antag 2.1, HT1080 IDH1KD tx 20.6%, D3 ag 3.6, GLP1R ag 0.6%, SW480 rerep -2.4%, KB-V1 MDR tox 1.5%, KB-3-1 cytotox 1.3%, HT1080-NT tox 12.0% and IL-1B inflam inh -5.4.
O=C(CSc1nnc2ccc(-c3cccnc3)nn12)Nc1ccccc1 was read as D3 antag 23.2, HT1080 IDH1KD tx -10.2%, D3 ag 10.7, GLP1R ag -5.4%, SW480 rerep 1.1%, KB-V1 MDR tox 0.0%, KB-3-1 cytotox 16.6%, HT1080-NT tox 4.3% and IL-1B inflam inh 14.0.

2 compounds drawn at random from those above, as already listed:
For OC[C@H](O)[C@H](O)[C@@H](O)[C@@H](O)[C@@H]1SC(c2ccccc2)=NN1c1ccccc1 the results were D3 antag -9.1, HT1080 IDH1KD tx -12.9%, D3 ag 1.8, GLP1R ag 8.8%, SW480 rerep inconclusive, KB-V1 MDR tox -1.5%, KB-3-1 cytotox 3.6%, HT1080-NT tox -2.0% and IL-1B inflam inh -61.6*.
Screening CCO[C@H]1OC(C(=O)N2CCN(C)CC2)=C[C@@H](c2ccc(Br)cc2)[C@@H]1CCCO returned D3 antag 0.0, HT1080 IDH1KD tx 5.5%, D3 ag 9.6, GLP1R ag 5.5%, SW480 rerep -8.3%, KB-V1 MDR tox -9.4%, KB-3-1 cytotox 5.2%, HT1080-NT tox 0.9% and IL-1B inflam inh -5.0.
